aDG glyco act: activators of alpha-DG glycosylation, primary screen, uHTS, Pro5-aDG cells, AlphaScreen | alpha-DG glycosylation AlphaScreen (IIH6); 0% Pro5, 100% B10-LARGE cell signal | activation, % at 10 µM | 360,000 compounds, 0.22% hits;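 active means activation of at least 8% versus controls, or a plate z-score of at least 8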;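 further: Pro5 are CHO cells carrying HIG-tagged alpha-DG that lacks glycosylation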
HTR2A ag: mouse Htr2a agonists via beta-arrestin recruitment, primary screen, cell-based, luminescence; CHO-K1 mHTR2A beta-arrestin complementation; percent of 30 µM serotonin response; activation, % at 7.6 µM; 360,000 compounds, 0.66% hits; AID 624169, 2012;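 active means activation above a run cutoff, the mean activation of all tested compounds plus 3 SD, cut at about 14% in these data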;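 further: 0% = plate median of compound wells and 100% = 30 µM serotonin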
PDI turbidity: inhibitors of human PDI, primary screen, biochemical, turbidity, single point, plate reader; 350,000 compounds, 0.052% hits; PDI insulin aggregation turbidity, A650, 90 min; Protein disulfide-isomerase (Homo sapiens), P07237; inhibition, % at 10 µM;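 active means mean inhibition across replicates of 30% or more, whatever share of single replicates reach that level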;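 further: absorbance from insulin aggregation driven by PDI reduction with DTT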
Exocytosis inh: LAMP-1 surface exposure blockers, TALL-104 cells – cell-based, flow cytometry, MLPCN library, primary screen; inhibition, % at 10 µM; AID 651702, 2012; TALL-104 LAMP-1 surface exposure; cells stimulated with thapsigargin and PMA; 360,000 compounds, 0.66% hits;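 active means inhibition above about 55%, limit read from the data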
H9c2 protect: cardioprotection against H2O2-induced cell death, primary screen, uHTS, H9c2 cells, ATPLite luminescence; H9c2 cardiomyocytes, H2O2 injury protection, 2 h; protection from H2O2 cell death, % at 20 µM; 360,000 compounds, 0.63% hits; AID 588492, 2011;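 active means compounds giving at least 50% protection of heart cells from peroxide-induced death in the single-dose screen, raw or plate-pattern-corrected value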;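 further: 0% = DMSO wells with peroxide and 100% = DMSO wells without peroxide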
ABCB6 inh MLPCN: ABCB6 transporter inhibitors, primary screen, K562-ABCB6 cells, flow cytometry, MLPCN library; ATP-binding cassette sub-family B member 6 (Homo sapiens), Q9NP58; K562-ABCB6 porphyrin accumulation, 1 h; hits give low values; fluorescence ratio to DMSO, % at 10 µM; 360,000 compounds, 0.19% hits; AID 602162, 2011;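 active means fluorescence ratio to DMSO below 75%, the collection mean minus 3 SD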;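 further: signal is porphyrin accumulated inside mitochondria; 100% equals median channel fluorescence of DMSO control wells; lower ratio means ABCB6 inhibition with less porphyrin fluorescence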
Target sequence (Q9NP58 whole entry, looked up): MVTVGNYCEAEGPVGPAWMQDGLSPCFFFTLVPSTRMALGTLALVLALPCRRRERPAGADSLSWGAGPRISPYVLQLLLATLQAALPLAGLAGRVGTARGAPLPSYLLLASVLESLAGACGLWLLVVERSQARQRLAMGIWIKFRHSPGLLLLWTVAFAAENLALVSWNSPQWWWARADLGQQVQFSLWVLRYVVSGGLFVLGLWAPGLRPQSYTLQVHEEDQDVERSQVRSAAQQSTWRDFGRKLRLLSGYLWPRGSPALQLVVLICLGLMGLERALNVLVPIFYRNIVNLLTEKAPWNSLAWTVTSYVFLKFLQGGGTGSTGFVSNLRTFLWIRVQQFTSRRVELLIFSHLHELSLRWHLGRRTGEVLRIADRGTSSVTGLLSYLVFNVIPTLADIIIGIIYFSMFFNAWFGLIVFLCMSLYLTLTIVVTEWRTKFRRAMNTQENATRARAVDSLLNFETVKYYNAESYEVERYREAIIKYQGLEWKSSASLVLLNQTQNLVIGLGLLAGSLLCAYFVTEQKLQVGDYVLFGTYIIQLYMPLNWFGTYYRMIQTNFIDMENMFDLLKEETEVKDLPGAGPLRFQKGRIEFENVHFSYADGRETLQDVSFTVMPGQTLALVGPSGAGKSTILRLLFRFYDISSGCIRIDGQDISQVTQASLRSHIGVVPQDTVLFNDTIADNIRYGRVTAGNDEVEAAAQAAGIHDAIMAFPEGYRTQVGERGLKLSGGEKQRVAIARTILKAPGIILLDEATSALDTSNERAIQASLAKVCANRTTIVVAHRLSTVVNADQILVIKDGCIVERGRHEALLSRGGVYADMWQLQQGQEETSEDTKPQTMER
iPSC survival up: enhancers of single-cell hiPSC survival, primary screen, ATPlite luminescence; 100% = ROCK inhibitor wells, 0% = DMSO; survival enhancement, % at 20 µM; 360,000 compounds, 0.044% hits; AID 602274, 2012; in the data active means survival enhancement above about 18%;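 further: cells exposed to compounds for 16 hours before the ATP read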
CaV13 ICDI inh: Disruptors of the CACNA1D IQ motif to Ca2+-dependent inactivation inhibitor domain association, primary screening, Förster resonance energy transfer in intact living … | HEK cells, CFP/YFP FRET ICDI-IQ, plate reader, 10 min; percent FRET-ratio fall versus neutral wells | inhibition, % at 12.3 µM | 340,000 compounds, 0.098% hits | AID 743397;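 active means mean replicate inhibition of at least 30% and at least 1% of replicates passing that level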;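 further: 0% = median of the neutral control wells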
Glyco luc inh: increase of ERlucT glycosylation luciferase signal, primary screen, N-linked glycosylation inhibitor project, D54 ERlucT cells, luminescence, set 2; 360,000 compounds, 0.23% hits; D54 ERlucT glycosylation luciferase reporter, 24 h; percent of 100 nM tunicamycin response; AID 588692, 2011; reporter increase, % at 12.5 µM;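 active means mean luciferase reporter signal, scaled so untreated is 0 and the glycosylation-blocking control 100, at or above a set limit in every replicate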;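 further: luciferase carries N-glycosylation sites so blocking glycosylation raises the light; 0% = median of neutral control wells and 100% = median of 100 nM tunicamycin wells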
Vif inh: HIV Vif self-association inhibitors, primary screen, imaging, HEK293T, single point | 340,000 compounds, 0.35% hits | HEK293T cells, Vif self-association by quenched fluorescence, 24 h | inhibition, % at 7.49 µM; in the data active means inhibition above about 50%, passing the limit was not always enough; further: some results filed as inactive read as strong as hits
An asterisk follows results filed as active; . = not tested or not shown.

SMILES	aDG glyco act	HTR2A ag	PDI turbidity	Exocytosis inh	H9c2 protect	ABCB6 inh MLPCN	iPSC survival up	CaV13 ICDI inh	Glyco luc inh	Vif inh
COc1ccc(-c2nc(-c3ccc(O)cc3O)cs2)cc1OC	-0.1	2	4	4	41	94	1.3	-4	3	-1
S=C(NCCCc1ccccc1)Nc1ccc(Cl)cc1	-0.2	-2	1	6	-17	106	-1.3	-15	-3	-3
COCCn1c(SCC(=O)Nc2ccc3[nH]c(=O)[nH]c3c2)nc2ccccc2c1=O	0.0	3	17	-2	6	99	-0.1	7	1	-18
Cc1noc(C)c1S(=O)(=O)Nc1ccc2c(c1)C(=O)N([C@H](C)CO)C[C@H](C)[C@@H](CN(C)S(=O)(=O)c1ccccc1)O2	0.3	-1	0	-6	4	100	2.0	-10	3	2
CCc1ccc(Nc2n[n+](-c3ccccc3)c(-c3ccc(OCc4ccccc4)cc3)s2)cc1	1.8	-2	9	-6	-6	96	-0.9	-5	-4	1
CCN(CCCNC(=O)C1CCN(S(=O)(=O)CC)CC1)c1cccc(C)c1	0.0	1	6	-1	-5	95	-1.0	-7	-1	-3
CCOC(=O)c1c(C=O)c(C)n(Cc2ccccc2Cl)c1C	-0.1	-3	13	2	14	97	3.5	-5	-2	4
O=C1CCCN1c1ccc(C(=O)N(Cc2nnc(-c3ccccc3Cl)o2)C2CC2)cc1	0.1	-7	0	0	-1	82	-0.1	-6	1	-14
CC(=C/c1ccccc1)/C=N/Nc1nc(N2CCOCC2)nc(N2CCOCC2)n1	-0.3	-3	-2	2	2	101	-1.0	-5	4	-11
COc1ccc(C(=O)NCCCCCCNC(=O)c2ccc(OC)cc2)cc1	0.0	-6	-4	-6	-3	109	-0.6	-4	-2	.
CC(=O)N1CCc2cc(S(=O)(=O)NCCC(=O)NCCc3ccc(C)cc3)ccc21	0.4	-4	-3	-1	-30	105	-1.9	-2	1	6
COc1ccc(N2CCN(Cc3cc(=O)oc4cc5c(cc34)CCCC5)CC2)cc1	-0.4	-7	-4	-1	1	99	-0.9	.	1	10
C=CCN1C(=O)N(c2ccc(F)cc2)C(=O)C1CC(=O)Nc1ccc(Cl)cc1 (centres undefined)	0.0	-3	5	-1	-6	102	0.1	-4	2	1
CSc1ncccc1C(=O)Nc1nnc(C2CC2)s1	-0.3	-1	15	-1	12	100	-0.1	-1	1	3
N#C/C(=C\c1ccccc1[N+](=O)[O-])C(=O)NC1CCCCC1	0.1	1	-5	-4	2	94	14	-5	1	0
CCC1CCCCN1S(=O)(=O)c1ccc(S(=O)(=O)N(Cc2ccccn2)CC2CCCO2)cc1 (centres undefined)	-0.1	1	-1	-10	2	94	-1.3	-5	-1	-7
CC(C)NC(=O)NC(=O)COC(=O)c1cccc(OC(F)F)c1	0.1	3	-3	-8	-1	95	-1.1	-2	1	0
O=C(O)c1ccc(COc2ccc(/C=N/NC(=O)c3cccs3)cc2)cc1	-0.1	-3	3	-2	6	103	3.9	-5	2	0
CC1CCCCN1C(=O)c1ccc(NC(=O)c2ccccc2Cl)cc1 (centres undefined)	0.0	-1	5	-1	3	100	-0.1	1	-1	-5
Cc1cc(/C=C2\C(=N)N3N=CSC3=NC2=O)c(C)n1Cc1ccccc1	-0.1	2	18	1	-22	96	1.5	-13	-1	14
CCOC(=O)C1CCN(Cc2cc(Cl)c3ccccc3c2O)CC1	-0.1	7	-15	78*	-6	100	1.1	.	44*	7
CC(C)Cn1cc(Cl)c(=O)n(CC(C)C)c1=O	0.0	2	-3	4	-4	93	-0.4	3	-1	1
CN(Cc1cc(=O)n2ccsc2n1)C1CCCCC1	-0.6	2	-76	2	7	99	4.1	-1	4	.
CCOc1nc(C)ccc1-c1noc(-c2ccco2)n1	0.1	-1	4	-6	3	99	-1.4	-7	1	4
CC1(C)CC(=O)c2cnn(-c3nc4ccccc4[nH]3)c2C1	-0.4	2	-3	0	3	95	-2.5	-3	-1	-9

Five entries drawn at random from those above, as already listed:
SMILES	aDG glyco act	HTR2A ag	PDI turbidity	Exocytosis inh	H9c2 protect	ABCB6 inh MLPCN	iPSC survival up	CaV13 ICDI inh	Glyco luc inh	Vif inh
CCc1ccc(Nc2n[n+](-c3ccccc3)c(-c3ccc(OCc4ccccc4)cc3)s2)cc1	1.8	-2	9	-6	-6	96	-0.9	-5	-4	1
C=CCN1C(=O)N(c2ccc(F)cc2)C(=O)C1CC(=O)Nc1ccc(Cl)cc1 (centres undefined)	0.0	-3	5	-1	-6	102	0.1	-4	2	1
COc1ccc(-c2nc(-c3ccc(O)cc3O)cs2)cc1OC	-0.1	2	4	4	41	94	1.3	-4	3	-1
COCCn1c(SCC(=O)Nc2ccc3[nH]c(=O)[nH]c3c2)nc2ccccc2c1=O	0.0	3	17	-2	6	99	-0.1	7	1	-18
CN(Cc1cc(=O)n2ccsc2n1)C1CCCCC1	-0.6	2	-76	2	7	99	4.1	-1	4	.

The listing picks up, starting 3 compounds before the break.
SMILES	aDG glyco act	HTR2A ag	PDI turbidity	Exocytosis inh	H9c2 protect	ABCB6 inh MLPCN	iPSC survival up	CaV13 ICDI inh	Glyco luc inh	Vif inh
CN(Cc1cc(=O)n2ccsc2n1)C1CCCCC1	-0.6	2	-76	2	7	99	4.1	-1	4	.
CCOc1nc(C)ccc1-c1noc(-c2ccco2)n1	0.1	-1	4	-6	3	99	-1.4	-7	1	4
CC1(C)CC(=O)c2cnn(-c3nc4ccccc4[nH]3)c2C1	-0.4	2	-3	0	3	95	-2.5	-3	-1	-9
CCN(Cc1ccncc1)Cc1nc(Cc2ccccc2Cl)no1	1.9	-2	5	-2	-17	100	0.2	-3	-3	-15
CCOC(=O)C[C@@H]1OC[C@H](C(C)C)N1S(=O)(=O)c1ccc(C)cc1	0.0	-6	.	-5	.	.	.	-12	.	.
CCCCN(C=O)c1c(CC)nc2ccc(C(=O)NCCCn3ccnc3)cn12	-0.1	-4	-10	6	2	97	2.7	-10	0	3
CC(NCC1(N2CCOCC2)CCCCC1)C(=O)Nc1ccc(Cl)cc1Cl (centres undefined)	-0.1	-4	4	-1	4	102	-0.7	-7	0	-2
COc1ccc(-c2c(C(=O)O)nc3ccccc3c2C(=O)O)cc1	-0.1	4	-2	0	4	99	-2.8	-6	0	2
O=C(CN(Cc1ccc(Cl)cc1)C(=O)CNS(=O)(=O)c1ccccc1)NCC1CCCO1 (centres undefined)	0.0	0	-2	-2	1	101	-0.8	-7	0	-17
CCOC(=O)C1=C(C)NC(SC)=NC1c1ccccc1 (centres undefined)	-0.2	8	3	-1	6	91	-2.1	-4	3	-3
Cn1c2ccccc2c2cc(/C=N/NC(=O)c3ccc(O)cc3O)ccc21	0.0	2	2	15	14	104	-0.3	.	6	1
CC(C)CC(COCc1ccc(Cl)cc1)N1CCN(C(=O)c2ccc(C(F)(F)F)cc2)CCC1=O (centres undefined)	0.6	-1	4	26	2	99	1.4	-4	-3	2
Cc1ccc(C)c(S(=O)(=O)Nc2ccc(C(=O)NCCCN(C)C)cc2)c1	-0.1	-6	24	1	0	96	0.3	-13	2	11
C/C(N)=C(/C#N)C(=O)COC(=O)c1cc(S(=O)(=O)N2CCCCC2)ccc1C	-0.4	2	-8	0	1	99	-2.9	-4	1	2
Cc1[nH]c2ccccc2c1C(C#N)(C#N)C1C(=O)c2ccccc2C1=O	-0.5	-5	0	28	-15	110	-0.8	-5	2	-4
CC1(C)CC(=O)c2cnc(N3CCN(c4ccccc4)CC3)nc2C1	0.2	-1	8	-2	-19	98	0.9	-1	1	-10
Cc1cc2c(cc1C)-n1nnnc1C(N1CCN(CC(=O)NC(C)C)CC1)C(=O)N2 (centres undefined)	0.1	-4	.	6	.	.	.	-16	.	.
O=C1N/C(=C/c2cccn2-c2ccc(F)cc2)C(=O)N1Cc1ccccc1F	-0.4	3	5	26	-2	99	-1.2	-10	-3	3
CCC1(C)Cc2sc3c(=O)[nH]c(=S)[nH]c3c2CO1 (centres undefined)	0.0	7	-2	-5	5	100	7.5	4	2	13
CC(C)Oc1ccc(S(=O)(=O)N2CCOCC2)cc1NC(=O)Cc1cccs1	-0.5	0	13	-4	2	104	0.1	-6	-1	7
O=C(Nc1nc2ccccc2[nH]1)C1CCC1	-0.4	2	6	0	-13	90	-0.6	-2	9	-3
O=C(CN1C(=O)NC2(CCCC2)C1=O)Nc1cc(Cl)ccc1N1CCCC1	0.3	2	5	-4	-1	96	-0.4	-10	2	.
COc1cccc(OC)c1C(=O)Nc1ccc2c(c1)OCCO2	1.1	-3	-2	0	0	99	-0.1	-6	0	-4
Nc1cccc2c1C(=O)N(CC(=O)NC13CC4CC(CC(C4)C1)C3)C2=O	0.2	3	3	-6	-1	102	0.9	-12	-2	6
Clc1ccc(C2=CSC3=Nc4cccc5cccc(c45)N23)cc1	0.8	2	5	2	-5	108	-0.8	-4	3	-9
Cc1ccc(CS(=O)(=O)Cc2ccc(C(=O)NCc3ccccn3)o2)cc1	-0.2	4	-1	0	1	98	-0.5	-9	2	.
CC(C)(C)CN1CCNC(=O)C1CC(=O)NC1Cc2ccccc2C1 (centres undefined)	-0.1	1	10	6	1	105	0.1	-9	2	-2
O=C(O)c1cccc(Nc2nc3ccccc3nc2NS(=O)(=O)c2ccc(F)cc2)c1	-0.3	4	-2	-1	-12	80	-0.9	-2	2	21
CC(=O)c1cccc(NC(=S)NC(=O)c2ccccc2C)c1	0.0	-1	-2	-5	-11	128	-0.5	3	0	-4
Fc1ccc(-c2ccc(-c3nn4c(-c5ccco5)nnc4s3)o2)cc1	0.0	3	2	8	99*	97	3.3	-3	2	6
COc1ccccc1N1CCN(S(=O)(=O)CCNC(=O)COc2ccccc2)CC1	-0.1	4	5	4	8	101	3.6	-11	3	1
CC1CCCC(C)N1/N=C/c1ccc(Cl)cc1 (centres undefined)	0.4	3	3	-2	5	93	0.6	-4	1	-2
O=C(Cc1ccc(F)cc1)Nc1nnc(SCC(=O)N2CCCCC2)s1	-0.2	-1	10	0	0	99	0.2	6	0	-1

High-throughput results as filed in PubChem.
